CR mimetic SO – yeast age-related superoxide inhibition as caloric restriction mimetic | S. cerevisiae aged cells, superoxide DHE fluorescence; active compounds read low | superoxide response (% of plate mean), % at 10 µM | hit rate 0.18% among 330,000 | AID 2690;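 active means superoxide response under a set limit, about three screen SD below normal, cut at about 65% in these data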;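 further: yeast aged for seven days with compound at 30 °C before DHE staining; 100% = average MFI of all compound-treated wells on the plate with controls excluded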
AGP1-GFP MLPCN – yeast TOR pathway AGP1-GFP modulation; S. cerevisiae AGP1-GFP multiplex flow cytometry, 3 h; GFP as percent of DMSO wells; GFP response vs DMSO, % at 10 µM; hit rate 0.02% among 320,000; AID 2066;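 active means GFP response relative to DMSO above a set limit, near screen average plus 3 SD, cut at about 150% in these data; inconclusive means fewer than 70 cells counted for the yeast strain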;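 further: median GFP channel fluorescence of the gated AGP1 strain per well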
CIT2-GFP yeast – alters CIT2-GFP fluorescence in TOR pathway yeast screen; hit rate 0.065% among 320,000; AID 2029; GFP response vs DMSO, % at 10 µM; S. cerevisiae CIT2-GFP strain, flow cytometry, 3 h; 100 means same as DMSO wells;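 active means GFP response relative to DMSO above a set limit, near the screen mean plus 3 SD, cut at about 150% in these data; inconclusive means Fewer than 70 cells measured for a yeast strain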;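 further: ratio of well median GFP fluorescence to mean of DMSO wells on the plate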
LAP4-GFP MLPCN – yeast TOR pathway LAP4-GFP modulation; S. cerevisiae LAP4-GFP multiplex, flow cytometry GFP, 3 h; median GFP as percent of DMSO wells; hit rate 0.34% among 320,000; AID 2023; GFP response vs DMSO, % at 10 µM;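 active means GFP response vs DMSO above a set limit, about the screen mean plus 3 SD, cut at about 150% in these data; inconclusive means under 70 cell events counted for the yeast strain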
VLA-4 inh – inhibition in a human VLA-4 binding assay. P13612. VLA-4 expressing cells, ligand binding flow cytometry. inhibition, % (about 7 µM as worked out from the volumes in the protocol). hit rate 0.2% among 330,000. AID 2557; in the data active means inhibition above about 50%
MEP2-GFP yeast – alters MEP2-GFP fluorescence in TOR pathway yeast screen; hit rate 0.51% among 330,000; GFP response vs DMSO, % at 10 µM; S. cerevisiae MEP2-GFP strain, flow cytometry GFP, 3 h; 100% = DMSO control level; AID 2016;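 active means GFP response versus DMSO above a set limit, roughly screen mean plus 3 SD, cut at about 180% in these data; inconclusive means fewer than 70 cells counted for a yeast strain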;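 further: median GFP fluorescence of the barcode-gated MEP2-GFP cells per well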
RPL19A-GFP yeast – modulators of TOR pathway RPL19A-GFP in S. cerevisiae. S. cerevisiae RPL19A-GFP strain, flow cytometry, 3 h; active compounds read low. percent response vs DMSO, % at 10 µM. hit rate 0.3% among 330,000;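 active means percent response vs DMSO below 50%; inconclusive means fewer than 70 events counted for the yeast strain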;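 further: median channel GFP fluorescence of the barcoded RPL19A-GFP strain; ratio of sample median GFP to plate DMSO average so 100% = DMSO; lower means less RPL19A-GFP as with rapamycin TOR inhibition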
GRK2 aptamer HTS – inhibitors of human GRK2 displacing RNA aptamer | hit rate 0.59% among 330,000 | bead flow cytometry, FAM-aptamer displacement from GRK2 | inhibition of aptamer binding, % at 10 µM | P25098 | AID 488847;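 active means inhibition of aptamer binding above 40%, roughly 3 SD of noise, on plates passing a quality check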;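 further: median bead fluorescence of bound FAM aptamer so fluorescent compounds give negative values; no value below 0 was filed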
Target sequence (P25098 whole entry, looked up): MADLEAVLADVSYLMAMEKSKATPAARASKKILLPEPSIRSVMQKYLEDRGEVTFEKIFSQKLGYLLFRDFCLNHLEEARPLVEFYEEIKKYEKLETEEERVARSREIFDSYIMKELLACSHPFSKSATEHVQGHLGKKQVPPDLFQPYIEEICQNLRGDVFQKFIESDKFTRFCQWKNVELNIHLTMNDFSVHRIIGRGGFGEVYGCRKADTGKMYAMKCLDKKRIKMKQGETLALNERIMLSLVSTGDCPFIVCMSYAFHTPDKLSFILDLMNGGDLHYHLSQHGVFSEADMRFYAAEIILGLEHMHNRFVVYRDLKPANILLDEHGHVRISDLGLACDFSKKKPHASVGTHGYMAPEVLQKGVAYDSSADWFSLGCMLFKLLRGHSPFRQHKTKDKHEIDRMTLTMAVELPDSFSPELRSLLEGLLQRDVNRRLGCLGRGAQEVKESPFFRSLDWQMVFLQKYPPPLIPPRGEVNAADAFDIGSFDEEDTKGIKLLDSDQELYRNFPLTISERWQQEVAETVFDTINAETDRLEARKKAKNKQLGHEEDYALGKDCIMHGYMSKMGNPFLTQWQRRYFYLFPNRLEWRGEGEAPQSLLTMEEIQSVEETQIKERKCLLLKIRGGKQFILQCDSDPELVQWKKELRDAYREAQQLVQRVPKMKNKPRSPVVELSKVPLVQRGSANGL
Numbers without * were called inactive; ? = inconclusive; . = not tested or not shown; [ ] = another dose, or the depositor's remark.

SMILES	CR mimetic SO	AGP1-GFP MLPCN	CIT2-GFP yeast	LAP4-GFP MLPCN	VLA-4 inh	MEP2-GFP yeast	RPL19A-GFP yeast	GRK2 aptamer HTS
CC(Cn1cnc2ccccc21)C(=O)O (stereo not drawn)	95	72	63	88	3	88	107	4
Cc1cc(C)n2nc(CNS(=O)(=O)c3ccc(C)c(C)c3)nc2n1	96	99	103	121	-4	111	108	0
COc1ccccc1N1CCN(C2CC(=O)N(C)C2=O)CC1 (stereo not drawn)	91	95	99	89	7	89	96	0
CCN(CC)CCN(C(=O)/C=C/c1cccs1)c1nc2ccc(Cl)cc2s1	91	103	94	101	6	108	102	0
COc1cc2c(cc1OC)C(c1ccc([N+](=O)[O-])cc1)NC(=O)C2 (stereo not drawn)	97	100	100	99	0	99	100	2
Fc1ccccc1CN(CCN1CCOCC1)C(=S)Nc1ccccc1Cl	90	97	95	95	11	101	94	3
CC(C)Oc1ccccc1NC(=O)CSc1nc2ccccc2c(=O)n1C	92	100	102	100	16	105	101	2
O=C(Nc1ccc(N2CCCCC2)c(Cl)c1)c1ccc2c(c1)OCCO2	110	101	86	104	1	98	102	0
Cc1ccnc(NC(=O)CS(=O)(=O)c2ccccc2)c1	85	109	103	103	13	106	104	0
CC(C)Oc1ccc(S(=O)(=O)N2CCOCC2)cc1NC(=O)CC1OC(=O)c2ccccc21 (stereo not drawn)	93	121	108	111	-4	107	109	0
COc1ccc(CCn2c(N)cc(=O)[nH]c2=S)cc1OC	85	98	103	99	-1	94	95	0
CCCc1[nH]n(-c2ccc(F)cc2)c(=O)c1C=Nc1cccc(F)c1	97	98	98	91	4	99	102	0
CCN(CC)CCCNC(=O)Cn1ccc2ccccc2c1=O	129	105	103	104	9	105	106	0
O=C(Cn1nnc(-c2ccc([N+](=O)[O-])cc2)n1)NNC(=O)c1ccccc1	101	94	94	88	-8	105	99	0
N/N=C1\CCCc2c1[nH]c1ccc([N+](=O)[O-])cc21	107	105	97	107	12	102	97	0
Cc1ccccc1CS(=O)(=O)c1cn(CC(=O)N2CCC(C)CC2)c2ccccc12	94	92	94	87	11	102	101	0
CCn1c(SCC(=O)c2cc(C)n(C)c2C)nnc1-c1ccccc1	119	100	102	92	-1	97	100	0
CN1CCN(S(=O)(=O)c2ccc(NC(=O)C3CCCO3)cc2)CC1 (stereo not drawn)	114	101	102	102	-5	103	100	2
Cc1noc(NS(=O)(=O)c2ccc(NC(=O)CCN3C(=O)c4ccccc4C3=O)cc2)c1C	100	99	95	94	-9	99	94	0
Cc1ccc2nc3c(cc(C(=O)NCCc4ccccc4)c(=N)n3CC3CCCO3)c(=O)n2c1 (stereo not drawn)	94	16[may fluoresce violet]	?	84[may fluoresce violet]	8	238*[may fluoresce violet]	62[may fluoresce violet]	3
CCC/C=N/NC(=O)CNC(=O)c1ccccc1Cl	101	112	107	113	10	111	108	9
Cc1cccn2c(=O)c(/C=C(\C#N)C(=O)NCc3ccco3)c(N3CCOCC3)nc12	97	69	81	96	0	101	97	1
O=C(O)CN1C(=O)SC(Nc2ccc(C(=O)O)cc2)C1=O (stereo not drawn)	105	86	82	89	9	89	86	1
Cc1cc(C)cc(C(=O)NC(CC(N)=O)c2ccc(N3CCN(c4ccccc4)CC3)c([N+](=O)[O-])c2)c1 (stereo not drawn)	104	73	63	109	-2	90	89	5
Cc1cc2cc(CNC(=O)c3cccs3)ccc2[nH]1	105	106	112	114	-13	100	101	44*
O=C(/C=C/c1ccc(S(=O)(=O)N2CCOCC2)cc1)NCc1ccc(Cl)cc1	80	96	107	95	4	96	102	0
O=C(CSc1ccc(-c2ccco2)nn1)NCc1ccc(F)cc1	100	98	92	98	-2	95	95	0
O=C(OCc1nc2ccccc2[nH]1)C12CC3CC(CC(C3)C1)C2	96	92	.	93	2	97	95	0
CCN(c1cc(C)cc(C)c1)S(=O)(=O)c1nnc(NC(=O)C(C)(C)C)s1	98	15[may fluoresce violet]	?	74[may fluoresce violet]	-3	647*[may fluoresce violet]	97[may fluoresce violet]	19
CCN1C(=O)CC(c2ccccc2)CC1=O	99	79	80	116	-9	94	95	0
O=[N+]([O-])c1cccc(OCCCN2CCC(Cc3ccccc3)CC2)c1	90	97	99	90	12	103	98	0
COc1ccccc1NC(=O)Cn1nc(C)n2cccc2c1=O	98	97	98	97	4	94	100	0
CC(=O)Nc1ccc(S(=O)(=O)N2CCN(c3cc4c(cc3[N+](=O)[O-])n(C)c(=O)n4C)CC2)cc1	85	89	95	87	19	91	87	0
Cc1ccc2[nH]c(CCN(C)C)c(CN3CCOCC3)c2c1	93	98	89	98	16	97	97	0
Cc1ccc(/C=C2\SC(=S)N(C(Cc3ccccc3)C(=O)O)C2=O)cc1 (stereo not drawn)	113	106	104	96	1	109	105	1
CCCN(C(=O)CN1C(=O)NC2(CCCCCC2)C1=O)C1CCS(=O)(=O)C1 (stereo not drawn)	111	117	118	98	-11	105	112	0
CN=C(c1ccco1)n1c(=S)nc(-c2ccco2)n(C)c1=S	88	100	99	89	-13	106	93	2
Cc1ccc(S(=O)(=O)N2CCN(C(=O)Cn3nc(C(=O)O)c4ccccc4c3=O)CC2)cc1	97	111	104	98	-1	96	100	0
CC(=O)N1N=C(c2ccccc2)CC1c1ccccc1[N+](=O)[O-] (stereo not drawn)	110	95	99	97	0	100	99	0
CNCc1nc2ccccc2[nH]1	106	97	99	93	-3	107	103	0
CC1(C)SC(=S)N(c2ccccc2)C1/[N+]([O-])=C/c1cccc([N+](=O)[O-])c1 (stereo not drawn)	95	121	106	113	25	101	103	2
CC(=O)c1cccc(NC(=O)c2ccc(NC(=O)CC3SC(N4CCCCC4)=NC3=O)cc2)c1 (stereo not drawn)	97	96	107	94	-4	107	105	0
COc1ccc(CC(CC(=O)O)C(=O)Nc2ccccc2)cc1 (stereo not drawn)	108	96	100	98	26	107	97	0
Cc1ccc2[nH]cc(CCNC(=O)c3ccc([N+](=O)[O-])cc3)c2c1	113	97	104	92	2	99	107	0
CO[C@@]1(NC(=O)C2SC(=C(C(N)=O)C(=O)O)S2)C(=O)N2C(C(=O)O)=C(CSc3nnnn3C)CS[C@@H]21 (stereo partly drawn)	101	97	93	97	11	102	103	2
Cc1ccc(OCc2nnc(SCC(=O)NC3CCCCC3)n2C)cc1	100	98	111	102	18	101	100	0
COc1ccc(-c2c(-c3cc(OC)cc(OC)c3)n(C)c3ccc(-c4ccc5[nH]ccc5c4)cc23)cc1	96	100	101	102	14	91	101	0
Nc1ccc(S(=O)(=O)c2ccc(N)c(N)c2)cc1	105	110	111	107	1	102	95	5
CCc1nn(C(C)C(=O)N2CC(C)CC(C)C2)c(=O)c2cc3occc3n12 (stereo not drawn)	100	99	103	97	-1	92	96	1
Cc1cc(N2CC(C)OC(C)C2)nc(C(C)C)n1 (stereo not drawn)	98	104	97	99	3	101	96	6
O=C(CNC(=O)C1COc2ccccc2O1)N/N=C\c1ccccc1Cl (stereo not drawn)	82	97	110	91	-9	92	96	0
CN(C(=O)COC(=O)c1cc(S(=O)(=O)N2CCOCC2)ccc1Cl)C1CCS(=O)(=O)C1 (stereo not drawn)	111	109	94	108	7	100	105	0
Cn1c(=O)c2c(nc(NC(Cc3ccccc3)C(=O)O)n2Cc2ccccc2)n(C)c1=O (stereo not drawn)	103	93	90	97	12	98	93	0
Cc1ccc(-c2csc3nc(C)n(N)c(=O)c23)cc1	110	98	98	91	0	95	102	3
O=C(Cn1c(=O)oc2ccccc21)Nc1ccc(Cl)cc1	98	92	103	80	27	98	99	0
COc1ccc(C(=O)N/N=C/c2ccc(N3CCOCC3)s2)cc1OC	78	89	82	99	-4	88	90	0
CCNC(=S)Nc1ccc2cn[nH]c2c1	103	103	103	98	-8	100	99	0
O=C(Cc1ccc([N+](=O)[O-])cc1)c1ccc(O)cc1O	95	98	99	101	-4	97	99	0
Cc1occc(=O)c1OCc1ccc(F)cc1	103	109	116	101	4	110	114	0
O=C1CCCCN1CCc1c[nH]c2ccccc12	106	109	93	103	5	105	106	2

Results in GRK2 aptamer HTS, for some of the entries so far:
Structure	GRK2 aptamer HTS
CCC/C=N/NC(=O)CNC(=O)c1ccccc1Cl	9
CN(C(=O)COC(=O)c1cc(S(=O)(=O)N2CCOCC2)ccc1Cl)C1CCS(=O)(=O)C1 (stereo not drawn)	0

The listing continues.
SMILES	CR mimetic SO	AGP1-GFP MLPCN	CIT2-GFP yeast	LAP4-GFP MLPCN	VLA-4 inh	MEP2-GFP yeast	RPL19A-GFP yeast	GRK2 aptamer HTS
Cc1ccc(-c2nnc(Cc3ccc(Cl)cc3)o2)cc1	120	99	91	118	34	97	100	10
CC(C)N(CCn1c(=S)[nH]c2ccccc2c1=O)C(C)C	108	95	93	98	-3	99	97	0
CCOC(=O)C(C)n1cnc2c(nnn2-c2ccccc2)c1=O (stereo not drawn)	85	108	103	106	31	106	101	2
O=C(OCC(=O)N1CCc2ccccc21)c1nc(Cl)ccc1Cl	99	107	100	103	0	106	102	1
Cc1noc(C)c1S(=O)(=O)N1CCN(c2ccccc2)CC1	110	107	106	133	7	94	101	0
COc1ccc(N2CCN(C(=O)CCCC(=O)c3ccccc3)CC2)cc1	121	101	104	108	14	112	102	6
COc1ccccc1NC(=S)NC1CC2CCC1C2 (stereo not drawn)	108	131	111	134	0	108	102	1
CC(=O)Nc1ccccc1NC(=O)COc1cccc2ccccc12	94	97	97	96	27	103	98	5
CC1CCN(c2ccc(C(=O)O)cc2)CC1	90	103	96	103	-38	96	95	2
CCOC(=O)C1=C(COC(=O)CSc2ccc(C)cc2)NC(=O)NC1C (stereo not drawn)	75	95	93	93	5	92	91	1
O=c1[nH]c(/C=C/c2cccc(Br)c2)nc2ccccc12	106	105	92	107	-7	97	97	0
NS(=O)(=O)c1ccc(NC(=S)Nc2ccc(Br)c(Cl)c2)cc1	88	93	90	97	0	94	93	1

Sorted by value in RPL19A-GFP yeast (ascending): 3 of the compounds above
compound	RPL19A-GFP yeast
COc1cc2c(cc1OC)C(c1ccc([N+](=O)[O-])cc1)NC(=O)C2 (stereo not drawn)	100
COc1ccc(-c2c(-c3cc(OC)cc(OC)c3)n(C)c3ccc(-c4ccc5[nH]ccc5c4)cc23)cc1	101
O=C(Nc1ccc(N2CCCCC2)c(Cl)c1)c1ccc2c(c1)OCCO2	102

Going on with the list:
SMILES	CR mimetic SO	AGP1-GFP MLPCN	CIT2-GFP yeast	LAP4-GFP MLPCN	VLA-4 inh	MEP2-GFP yeast	RPL19A-GFP yeast	GRK2 aptamer HTS
CCCCNC(=O)/C(C#N)=c1\s/c(=C\c2ccccc2OC(F)F)c(=O)n1CCCOC	65*	100	100	97	-43	107	102	0
Cc1csc(NC(=O)Cn2cnnn2)n1	87	102	110	99	-14	98	97	3
Cc1nn(-c2ccc(F)cc2)c(Cl)c1/C=N/NC(=O)c1ccc(O)cc1	88	96	106	95	-33	104	107	1
CCOc1ccc(NC(=O)Nc2ccc(Br)cn2)cc1	130	103	99	93	-5	107	104	0
C=CCSc1nc(NC)c2sccc2n1	76	109	103	99	27	96	103	0
O=C(c1ccc(N2CCNCC2)cc1)c1cccnc1	109	.	98	104	14	97	96	0
Cc1ccc(NC(=O)C2CCN(S(C)(=O)=O)CC2)cc1Cl	91	91	102	81	23	102	99	1
COc1cccc(CN2CCN(C(=O)c3cccs3)CC2)c1OC	94	97	103	106	-1	103	102	0
CC(C)c1ccc(C(=O)NNC(=O)c2n[nH]c(=O)c3ccccc23)cc1	96	97	95	104	-24	98	95	0
COc1ccc(O[C@@H]2O[C@H](COC(C)=O)[C@@H](OC(C)=O)[C@H](OC(C)=O)[C@H]2NC(C)=O)cc1	100	106	105	101	11	110	109	0
Cc1ccc(CC(=O)N2CCN(C(=O)c3ccco3)CC2)cc1	121	101	107	101	1	112	104	0

High-throughput results as filed in PubChem.
